Hsp70 displacement = Hsp70 inhibitors, probe displacement, primary screen, biochemical, fluorescence polarization (AID 583); Heat shock 70 kDa protein 1A (Homo sapiens); Hsp70 fluorescence polarization probe displacement, mP; higher % means a stronger effect; displacement, % at 20 µM; hits with a dose series show IC50 in µM; 140,000 tested, 0.06% active; in the data active = displacement above about 50%;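 also: plate controls were vehicle for no effect and reference ligand for full effect; a part of the inactive calls stands beside numbers as strong as those of hits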
Rat MKP-3 inhibitors = MKP-3 phosphatase inhibitors, primary screen, biochemical, rat enzyme, in vitro (AID 425); 110,000 tested, 0.17% active; one-dose inhibition, % at 20 µM; IC50 in µM for titrated hits; recombinant MKP-3 phosphatase activity, fluorescence; higher % means a stronger effect; in the data active = inhibition above about 50%;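 also: plate controls were vehicle for no effect and reference inhibitor for full effect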
Starred values were filed as active, the others as inactive; & = joins results of further samples.

For CCOC(=O)c1ccc2c(c1)C1C=CCC1C(c1cccc([N+](=O)[O-])c1)N2 (centres undefined) the results were Hsp70 displacement 3.7% and Rat MKP-3 inhibitors 2%.
Cc1cccc(C(C)C)c1NC(=O)c1cccc(Br)c1 was read as Hsp70 displacement 6.9% and Rat MKP-3 inhibitors 5%.
`Cc1ccc(O)c(CNc2nc3ccccc3n2C)c1` gave Hsp70 displacement 6.1%.
Screening COc1ccc(C)cc1S(=O)(=O)N(C)CC(=O)Nc1ccc2c(c1)OCO2 returned Hsp70 displacement 4.6% and Rat MKP-3 inhibitors 2%.
For CCn1c2ccccc2c2cc(NC(C)=O)ccc21 the results were Hsp70 displacement 5.2%.
Screening O=C(Nc1cccc(Cl)c1Cl)C(c1ccccc1)c1ccccc1 returned Hsp70 displacement 1.5% and Rat MKP-3 inhibitors -3%.
`COc1ccccc1Nc1nc(N)nc(CN2CCN(c3ccccc3F)CC2)n1` gave Hsp70 displacement -0.4% and Rat MKP-3 inhibitors -7%.
`CC1(C)CC(=O)C2=C(C1)N(c1ccc(F)cc1)C(=O)CC2c1ccccc1` (centres undefined) gave Hsp70 displacement 2.5%.
For c1ccc(Nc2n[nH]nc2-c2ccccc2)cc1 the results were Hsp70 displacement 0.6% and Rat MKP-3 inhibitors -12%.
CCCCN(CC)CCNc1c(N2CCN(C(=O)OCC)CC2)c(=O)c1=O was read as Hsp70 displacement 5.9% and Rat MKP-3 inhibitors -6%.
`O=C(Nc1ccccc1)c1ccc(S(=O)(=O)N(CCO)CCO)cc1` gave Hsp70 displacement 0.4% and Rat MKP-3 inhibitors 2%.
Screening CSc1nc2ccc(NC(=O)CSc3nc4ccc([N+](=O)[O-])cc4s3)cc2s1 returned Hsp70 displacement -1.8% and Rat MKP-3 inhibitors 3%.
Nc1nnc(Cc2ccccc2)s1 was read as Hsp70 displacement -0.4%.
For COc1cc(OC)cc(C(=O)N2CCC(n3c(C)nc4cc(F)ccc43)CC2)c1 the results were Hsp70 displacement 0.5% and Rat MKP-3 inhibitors -12%.
`CCCCCc1nnc(NC(=O)OCCC)s1` gave Hsp70 displacement 5.3% and Rat MKP-3 inhibitors 4%.
Screening CCOc1ccc(N(CC(=O)Nc2ccc(C)c(C)c2)S(=O)(=O)c2c(C)noc2C)cc1 returned Hsp70 displacement 0.5% and Rat MKP-3 inhibitors -6%.
For CCOC(=O)CSc1nc(C(C)C)nc2ccccc12 the results were Hsp70 displacement -2.0%.
For CCC(=NCc1ccco1)c1c(C(F)(F)F)[nH]n(-c2nc3ccccc3s2)c1=O the results were Hsp70 displacement 1.0%&-4.4% and Rat MKP-3 inhibitors 4%.
For O=C(CSc1nnnn1C1CCCC1)Nc1cccc(NC(=O)c2ccco2)c1 the results were Hsp70 displacement 1.0% and Rat MKP-3 inhibitors 1%.
For Cc1cccc(C)c1NC(=O)CCCSc1nnnn1C the results were Hsp70 displacement 1.3% and Rat MKP-3 inhibitors 5%.
CC(C)CCNC(=O)C1CCC(=O)N1C(C)C (centres undefined) was read as Hsp70 displacement 0.9%.
`O=[N+]([O-])c1ccc(C2Nc3ccc(I)cc3C3C=CCC32)cc1` (centres undefined) gave Hsp70 displacement -0.8% and Rat MKP-3 inhibitors 5%.
For CC(=O)Nc1ccc(S(=O)(=O)Nc2cc(C)c(-n3nc4ccccc4n3)cc2O)cc1 the results were Hsp70 displacement 1.2% and Rat MKP-3 inhibitors -17%.
Screening COc1ccccc1NC(=O)C(CC(C)C)NC(=O)C1CCCCC1 (centres undefined) returned Hsp70 displacement 0.3%.
Screening Cc1nnc(SCC(=O)Nc2sccc2C(N)=O)n1Cc1ccccc1 returned Hsp70 displacement -0.3% and Rat MKP-3 inhibitors -11%.
For O=C(Nc1ccc(OC(F)(F)F)cc1)c1cc2ccccc2o1 the results were Hsp70 displacement 2.8% and Rat MKP-3 inhibitors 4%.
Screening CCCCCCOc1ccc(N2C(=O)CC(N3CCN(C(=O)c4ccco4)CC3)C2=O)cc1 (centres undefined) returned Hsp70 displacement -5.2% and Rat MKP-3 inhibitors -6%.
`Cc1ccc(S(=O)(=O)NCCN(CCNS(=O)(=O)c2ccc(C)cc2)S(C)(=O)=O)cc1` gave Hsp70 displacement -1.7% and Rat MKP-3 inhibitors 2%.
Screening COc1cc(/C=N\n2cnnc2)ccc1OCC(=O)Nc1ccc(C)cc1 returned Hsp70 displacement 3.1%.
Screening COc1cc(/C=C2\C(=O)N(c3ccc(S(N)(=O)=O)cc3)N=C2C)ccc1OCc1ccccc1 returned Hsp70 displacement -25% and Rat MKP-3 inhibitors -5%.
Cc1cc(=O)n(C)c(=O)n1CCCNc1ccccc1 was read as Hsp70 displacement 4.1% and Rat MKP-3 inhibitors -8%.
For Cc1ccccc1-c1nnc(NC(=O)Nc2ccccc2)s1 the results were Hsp70 displacement -0.4% and Rat MKP-3 inhibitors 2%.
Screening COc1ccccc1NC(=O)C1=C(C)NC(SCC(=O)c2ccccc2)=C(C#N)C1c1ccco1 (centres undefined) returned Hsp70 displacement -22% and Rat MKP-3 inhibitors -2%.
`CCOc1ccc(/C=C2/SC(=S)N(c3ccccc3OC)C2=O)cc1` gave Hsp70 displacement -0.5% and Rat MKP-3 inhibitors 0%.
Screening COc1ccc(NC(=O)c2ccc(CN3CCOCC3)cc2)cc1OC returned Hsp70 displacement -3.1% and Rat MKP-3 inhibitors 4%.
CCN(CC)S(=O)(=O)c1ccc(C(=O)NCCc2cc3c(OC)ccc(OC)c3[nH]c2=O)cc1 was read as Hsp70 displacement 5.5% and Rat MKP-3 inhibitors -6%.
Screening COc1ccc2c(c1)N(C(=O)CN1C(=O)C3CCCCC3C1=O)C(C)(C)C=C2C (centres undefined) returned Hsp70 displacement -4.0%.
`CC1CCN(S(=O)(=O)c2ccc(NC(=O)c3cccs3)cc2)CC1` gave Hsp70 displacement -0.7% and Rat MKP-3 inhibitors -4%.
`O=C(NCCC1=CCCCC1)C1CCCN(S(=O)(=O)c2ccccc2)C1` (centres undefined) gave Hsp70 displacement 2.9% and Rat MKP-3 inhibitors -8%.
For Nc1nnc(CC(c2ccccc2)c2ccccc2)s1 the results were Hsp70 displacement 1.3%.
Screening COc1ccc(C(=O)CSc2nc(N)cc(=O)[nH]2)cc1 returned Hsp70 displacement -3.7% and Rat MKP-3 inhibitors 4%.
Cc1ccc(Cn2nnc(C(=O)Nc3cccc(C)c3C)c2N)cc1 was read as Hsp70 displacement 4.6% and Rat MKP-3 inhibitors 2%.
Screening Oc1ccccc1C(O)(c1ccccc1)c1ccccc1 returned Hsp70 displacement 0.1% and Rat MKP-3 inhibitors -7%.
For O=C(CSc1nnc2scc(-c3ccccc3)n12)NCc1ccco1 the results were Rat MKP-3 inhibitors 6%.
Screening Nn1c(SCC(=O)NC2CCCC2)nnc1-c1ccccc1F returned Hsp70 displacement -0.8%.
Screening COC(=O)C1=C(C)N(c2ccc(C)cc2)/C(=C\c2ccc(OCC(N)=O)cc2)C1=O returned Hsp70 displacement 1.1% and Rat MKP-3 inhibitors -2%.
CCCCOC(=O)C1=C(C)Nc2nnnn2C1c1ccc(OC)c(OC)c1OC (centres undefined) was read as Hsp70 displacement 0.2% and Rat MKP-3 inhibitors -4%.
For COc1ccc(-c2nnc(SC(C)C(=O)NCc3ccc4c(c3)OCO4)n2Cc2ccco2)cc1 (centres undefined) the results were Hsp70 displacement 5.3%.

3 structures out of the list, ordered by count of non-hydrogen atoms, lowest first.
`O=C(NCCC1=CCCCC1)C1CCCN(S(=O)(=O)c2ccccc2)C1` (centres undefined) gave Hsp70 displacement 2.9% and Rat MKP-3 inhibitors -8%.
CCCCOC(=O)C1=C(C)Nc2nnnn2C1c1ccc(OC)c(OC)c1OC (centres undefined) was read as Hsp70 displacement 0.2% and Rat MKP-3 inhibitors -4%.
Screening COC(=O)C1=C(C)N(c2ccc(C)cc2)/C(=C\c2ccc(OCC(N)=O)cc2)C1=O returned Hsp70 displacement 1.1% and Rat MKP-3 inhibitors -2%.

New compounds follow.
Screening CCCn1c(=N)n(CC(O)c2ccc(C)cc2)c2ccccc21 (centres undefined) returned Hsp70 displacement -1.0% and Rat MKP-3 inhibitors 2%.
CSCCC(NC(=O)c1ccccc1)C(=O)NCc1ccco1 (centres undefined) was read as Hsp70 displacement -3.0% and Rat MKP-3 inhibitors 2%.
Screening N#Cc1c2n(c3c(=O)n(CC(=O)c4ccccc4)cnc13)CCCCC2 returned Hsp70 displacement -0.4% and Rat MKP-3 inhibitors -2%.
Screening Cc1ccc(N2CC(C(=O)N/N=C/c3c(F)cccc3Cl)CC2=O)cc1 (centres undefined) returned Hsp70 displacement 3.5% and Rat MKP-3 inhibitors 4%.
`CCOc1ccc(S(=O)(=O)NCCC2=CCCCC2)c2ccccc12` gave Hsp70 displacement -1.0%.
For Cc1cc(C)cc(OCC(=O)NNC(=O)c2c(C)cc(C)cc2C)c1 the results were Hsp70 displacement -0.8% and Rat MKP-3 inhibitors 1%.
`CCc1c(C(=O)O)[nH]c2ccc(Br)cc12` gave Hsp70 displacement 4.4% and Rat MKP-3 inhibitors -7%.
`O=C(Nc1nc(-c2cccs2)cs1)c1cccc(S(=O)(=O)N2CCCCCC2)c1` gave Hsp70 displacement -12% and Rat MKP-3 inhibitors -7%.
`Cc1cc(C)nc(N(C#N)S(=O)(=O)c2ccc(Br)cc2)n1` gave Hsp70 displacement 3.1%.
CC(C)n1c(NCc2cccs2)nc2ccccc21 was read as Hsp70 displacement 1.4% and Rat MKP-3 inhibitors -12%.
CCOc1ccc(NC(=O)C(NS(=O)(=O)c2ccc(C)cc2)C(C)C)cc1 (centres undefined) was read as Hsp70 displacement -0.6% and Rat MKP-3 inhibitors 3%.
`Cc1nc2nc[nH]n2c(=O)c1NS(C)(=O)=O` gave Hsp70 displacement 2.2% and Rat MKP-3 inhibitors -18%.
c1ccn2c(c1)nc1c2nc2ccccn21 was read as Hsp70 displacement 12% and Rat MKP-3 inhibitors -10%.
`O=C1c2cc(S(=O)(=O)Nc3ccc(F)cc3)ccc2-c2ccc(S(=O)(=O)Nc3ccc(F)cc3)cc21` gave Hsp70 displacement 1.6% and Rat MKP-3 inhibitors 0%.
`CCOc1ccc(C=C2C(=O)NC(=O)NC2=O)cc1Cl` gave Hsp70 displacement 0.3% and Rat MKP-3 inhibitors -4%.
Cc1ccc(-c2nnn(CC(=O)NCCc3ccc4c(c3)OCO4)n2)o1 was read as Hsp70 displacement 2.5% and Rat MKP-3 inhibitors -6%.
CCCCc1nc(N)c(C#N)c(-c2ccco2)c1CCC was read as Hsp70 displacement -3.3%&-0.5% and Rat MKP-3 inhibitors 0%.
Screening CCOC(=O)C(NC(=O)c1ccc(OC)cc1)(Nc1cc(C)on1)C(F)(F)F (centres undefined) returned Hsp70 displacement -2.0% and Rat MKP-3 inhibitors -8%.
`COc1ccc(C(=O)Nc2cccc3nsnc23)cc1` gave Hsp70 displacement -3.6% and Rat MKP-3 inhibitors -2%.
For Cc1cccn2c(N)c(-c3ccccc3)nc12 the results were Hsp70 displacement 1.4% and Rat MKP-3 inhibitors -13%.
O=C(NCCOc1ccccc1Cl)c1cc(F)c(F)cc1Cl was read as Hsp70 displacement -3.7% and Rat MKP-3 inhibitors 0%.
COc1ccccc1NC(=O)Nc1ccnn1C1CCCCC1 was read as Hsp70 displacement 0.4% and Rat MKP-3 inhibitors -8%.
Screening CC(=O)c1c(C)nc2ccccn12 returned Hsp70 displacement -4.5% and Rat MKP-3 inhibitors 5%.
Screening COc1ccc(Br)cc1S(=O)(=O)N1CC(C)OC(C)C1 (centres undefined) returned Hsp70 displacement 6.2% and Rat MKP-3 inhibitors -6%.
For CN(CC(=O)Nc1ccc(F)c(Cl)c1)S(=O)(=O)c1cccc2nsnc12 the results were Hsp70 displacement 2.3% and Rat MKP-3 inhibitors -3%.
Screening O=S(=O)(Nc1nccs1)c1ccc2c(c1)OCCO2 returned Hsp70 displacement 1.5% and Rat MKP-3 inhibitors 0%.
For CC1CCC(N2CCN(S(C)(=O)=O)CC2)CC1 (centres undefined) the results were Hsp70 displacement -4.3% and Rat MKP-3 inhibitors -4%.
`CCCOc1ccc(C2C(C(=O)OC)=C(C)N=C3SCCC(=O)N32)cc1OCC` (centres undefined) gave Hsp70 displacement 3.4% and Rat MKP-3 inhibitors 0%.
For COc1ccc(Cl)cc1NC(=O)C1=C(C)NC(=S)NC1c1cccc(Cl)c1 (centres undefined) the results were Hsp70 displacement -1.4% and Rat MKP-3 inhibitors 0%.
COc1cc(/C=C2\C(=O)N(c3cccc(Cl)c3)N=C2C)cc(Cl)c1O was read as Hsp70 displacement 4.8% and Rat MKP-3 inhibitors 6%.
CN(C)c1ccc(/C=N\NC(=S)SCN2C(=O)C3CCC(C)(C2=O)C3(C)C)cc1 (centres undefined) was read as Hsp70 displacement -9.1%.

Of the compounds above, these contain an aryl thioether with sulfur outside any ring:
Screening CSc1nc2ccc(NC(=O)CSc3nc4ccc([N+](=O)[O-])cc4s3)cc2s1 returned Hsp70 displacement -1.8% and Rat MKP-3 inhibitors 3%.
For CCOC(=O)CSc1nc(C(C)C)nc2ccccc12 the results were Hsp70 displacement -2.0%.
For O=C(CSc1nnnn1C1CCCC1)Nc1cccc(NC(=O)c2ccco2)c1 the results were Hsp70 displacement 1.0% and Rat MKP-3 inhibitors 1%.
For Cc1cccc(C)c1NC(=O)CCCSc1nnnn1C the results were Hsp70 displacement 1.3% and Rat MKP-3 inhibitors 5%.
Screening Cc1nnc(SCC(=O)Nc2sccc2C(N)=O)n1Cc1ccccc1 returned Hsp70 displacement -0.3% and Rat MKP-3 inhibitors -11%.
Screening COc1ccc(C(=O)CSc2nc(N)cc(=O)[nH]2)cc1 returned Hsp70 displacement -3.7% and Rat MKP-3 inhibitors 4%.
For O=C(CSc1nnc2scc(-c3ccccc3)n12)NCc1ccco1 the results were Rat MKP-3 inhibitors 6%.
Screening Nn1c(SCC(=O)NC2CCCC2)nnc1-c1ccccc1F returned Hsp70 displacement -0.8%.
For COc1ccc(-c2nnc(SC(C)C(=O)NCc3ccc4c(c3)OCO4)n2Cc2ccco2)cc1 (centres undefined) the results were Hsp70 displacement 5.3%.

Screens as filed in PubChem.

Only part of the results is shown; the hit share may differ from the screen's.
